Compound activity as filed in PubChem.
CCR6 antagonist – CCR6 (human) receptor antagonism; P51684; AID 493098; inhibition, % at 20 µM; CHO-K1 CCR6 PathHunter beta-arrestin, luminescence, CCL20-stimulated; 0.49% of 340,000 active;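 active means compounds whose inhibition of the agonist-driven luminescence signal at 20 µM reaches about 50%, limit read from the data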;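 further: cells stimulated with CCL20 at 14 nM final; plate controls were DMSO with CCL20 for no effect and DMSO without agonist for full effect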
tim23-1 inh – tim23-1 yeast growth inhibition. S. cerevisiae tim23-1 growth, BacTiter-Glo luminescence, 24 h. inhibition, % at 20 µM. 1.3% of 330,000 active;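 active means growth inhibition of the mutant yeast at or above 50%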;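 further: temperature-sensitive mutant grown at 25 °C; plate controls were DMSO-treated mutant yeast for no effect and medium wells lacking yeast for full effect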
Mdm2-MdmX inh – disrupts the human Mdm2-MdmX interaction | SaOS-2 split-luciferase Mdm2/MdmX complementation, luminescence | inhibition, % at 8 µM | 3% of 330,000 active | AID 485346;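 active means inhibition of at least 50% at 8 µM in the primary screen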
Target sequence (O15151 whole entry, looked up): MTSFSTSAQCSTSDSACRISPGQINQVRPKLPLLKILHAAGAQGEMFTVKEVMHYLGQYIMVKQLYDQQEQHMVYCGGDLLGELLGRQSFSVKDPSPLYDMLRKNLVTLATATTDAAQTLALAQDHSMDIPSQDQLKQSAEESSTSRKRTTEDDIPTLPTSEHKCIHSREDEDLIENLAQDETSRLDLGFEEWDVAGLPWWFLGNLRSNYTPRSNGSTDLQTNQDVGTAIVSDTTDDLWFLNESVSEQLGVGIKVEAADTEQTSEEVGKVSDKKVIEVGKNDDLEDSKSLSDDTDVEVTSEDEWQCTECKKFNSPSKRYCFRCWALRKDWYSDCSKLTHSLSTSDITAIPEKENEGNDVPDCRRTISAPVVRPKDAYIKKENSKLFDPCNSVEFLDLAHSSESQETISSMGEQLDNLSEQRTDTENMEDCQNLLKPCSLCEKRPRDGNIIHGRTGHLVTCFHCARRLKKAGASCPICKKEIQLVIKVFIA
Target sequence (Q00987 whole entry, looked up): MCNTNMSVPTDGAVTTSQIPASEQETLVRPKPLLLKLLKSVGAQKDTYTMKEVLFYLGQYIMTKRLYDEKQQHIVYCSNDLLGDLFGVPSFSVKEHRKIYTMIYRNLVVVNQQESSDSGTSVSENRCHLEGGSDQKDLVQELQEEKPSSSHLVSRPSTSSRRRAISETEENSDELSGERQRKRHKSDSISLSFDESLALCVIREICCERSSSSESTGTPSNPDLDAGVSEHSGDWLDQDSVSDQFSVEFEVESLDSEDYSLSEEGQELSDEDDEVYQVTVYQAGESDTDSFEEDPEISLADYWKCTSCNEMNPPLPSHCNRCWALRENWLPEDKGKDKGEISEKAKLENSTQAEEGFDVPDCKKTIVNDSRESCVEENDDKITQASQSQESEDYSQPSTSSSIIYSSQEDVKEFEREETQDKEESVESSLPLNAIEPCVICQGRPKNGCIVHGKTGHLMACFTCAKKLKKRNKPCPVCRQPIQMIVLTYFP
XBP1 UPR activ – adaptive UPR (XBP1) activation. CHO-XBP1 luciferase reporter, IRE1-XBP1 UPR activation, luminescence; percent of tunicamycin response, DMSO as zero. activation, % at 20 µM. 0.33% of 330,000 active. AID 463104;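 active means versus positive control, 20 µM dose yields 30% or more activation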;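 further: 100% = tunicamycin at 10 µg/mL and 0% = DMSO only wells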
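Material: CHO cell line with stable XBP1 luciferase reporter; buffer or medium: F12 medium containing 10% fetal bovine serum; compound: single point, 20 µM final compound, 1% DMSO; incubation: 6 h treatment, 37 °C; measured by: glow luminescence from Steady-Glo reagent; evaluation: activation, % of tunicamycin; control set: tunicamycin high, DMSO low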
CXCR6 inh – CXCR6 (human) receptor inhibition; AID 602244; 0.36% of 360,000 active; inhibition, % at 20 µM; O00574; CHO-K1 PathHunter CXCR6 beta-arrestin, luminescence; in the data active means inhibition above about 34%, passing the limit was not always enough;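 further: antagonist mode with CXCL16 agonist at 10 nM final; 0% = 10 nM CXCL16 with DMSO and 100% = unstimulated wells without agonist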
APJ antag – antagonists of human APJ apelin receptor; P35414; inhibition, % at 20 µM; 0.32% of 330,000 active; CHO-K1 APJ beta-arrestin complementation, luminescence;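 active means inhibition above about 40% at 20 µM, limit read from the data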;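 further: cells challenged with 10 nM apelin-13 agonist together with compound; plate controls were apelin-13 plus DMSO wells for no effect and DMSO wells lacking apelin-13 for full effect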
CHOP UPR activ – activators of apoptotic arm of unfolded protein response (CHOP); AID 449763; activation, % at 10 µM; 0.34% of 330,000 active; CHO-CHOP luciferase reporter, UPR activation, luminescence; percent of tunicamycin response over DMSO baseline;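 active means at 10 µM dose, activation of 40% or more, normalized to positive control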;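 further: 100% = tunicamycin at 10 µg/mL and 0% = DMSO alone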
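Dosing – one dose, 10 µM in 0.5% DMSO · System – CHO-CHOP cells, stable luciferase reporter of PERK-eIF2a-CHOP signalling · Input – 500 cells/well · Control set – tunicamycin 10 µg/mL final as positive, DMSO-only wells as negative · Timing – 6 h compound treatment, 37 °C · Measure – % activation vs tunicamycin · Technique – luminescence read with Steady-Glo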
APJ agonist – activates the human apelin receptor APJ | 0.11% of 330,000 active | CHO-K1 APJ PathHunter beta-arrestin, luminescence; 0% DMSO wells, 100% apelin | activation, % at 20 µM | AID 2520 | P35414;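 active means activation more than six SD over the plate average, tested at 20 µM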;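 further: 0% = DMSO alone and 100% = apelin-13 at 10 nM; some results filed as inactive read as strong as hits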
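Test system: CHO-K1 APJ beta-arrestin complementation cell line | Compound: Single test compound dose, 20 µM final, 1% DMSO | Incubation: Compound 90 min 25 °C, reagent 1 h | Measured by: beta-gal luminescence | Read-out basis: APJ–arrestin association signal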
EBI2 antag – EBI2 (human) antagonism | EBI2 beta-arrestin recruitment, luminescence, 7a,25-OHC stimulated | inhibition, % at 5 µM | 0.81% of 360,000 active | AID 651636; in the data active means inhibition above about 38%;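 further: enzyme fragment complementation signal reports receptor beta-arrestin coupling in cells; 0% = agonist plus DMSO wells and 100% = wells without agonist; some results beyond the cut were filed as inactive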
* hit, by the source's call; / = not tested or not shown. Only part of the results is shown; rates above refer to the full screens.

Values in the order: CCR6 antagonist	tim23-1 inh	Mdm2-MdmX inh	XBP1 UPR activ	CXCR6 inh	APJ antag	CHOP UPR activ	APJ agonist	EBI2 antag
Cc1nnc(SC(C)C(=O)Nc2ccc(S(=O)(=O)NC3CCCCC3)cc2)s1 (configuration not stated)
  0	18	40	-2	3	7	1.3	-1	1
COc1ccc(C2NN=C(c3ccc(C)cc3)S2)cc1OC (configuration not stated)
  15	27	-186	0	12	6	1.0	-5	24
O=C(NCC1CC1)C1CCCN(S(=O)(=O)c2ccc(-n3cnnn3)cc2)C1 (configuration not stated)
  6	2	-11	-2	-2	-8	0.0	-2	-10
C=CCn1c(=NC(=O)c2cccs2)sc2cccc(OC)c21
  22	33	-10	4	6	6	5.0	-2	4
Cc1cc(C)c(C#N)c(Oc2ccc(O)cc2)n1
  0	11	4	-4	2	20	-0.1	-2	-1
Cc1ccc(-c2cn(S(=O)(=O)c3ccc(C)cc3)nc2N)cc1
  -15	1	13	-3	8	5	-1.4	-3	0
CC(O)CNCCNCc1c(OCc2ccccc2)ccc2ccccc12 (configuration not stated)
  13	-17	31	0	5	4	-0.1	-1	-3
O=C(c1ccc(Oc2cc(Cl)cc(Cl)c2)o1)N1CCCCC1
  13	22	-26	0	8	3	0.8	-4	-28
CC(C)c1nnc(NC(=O)CCC(=O)NC2CCCc3ccccc32)s1 (configuration not stated)
  -9	9	-11	-5	-8	-11	-0.1	-4	8
COc1ccc(NC(=O)CN(C)S(=O)(=O)c2ccc3c(c2)CCCN3C(C)=O)cc1
  20	17	13	-4	-9	-8	0.2	-2	-11
Cc1noc(C)c1COc1ccccc1C(=O)N(C)Cc1ccco1
  8	-10	-1	1	7	-12	-0.1	-4	0
O=C(CCNC(=O)c1ccc(Br)cc1)NCc1cccnc1
  9	0	-3	0	-5	32	-0.6	-6	3
O=c1[nH]c2cc(Cl)cc(Cl)c2[nH]c1=O
  4	-1	14	0	2	7	-2.9	-3	-6
COc1ccc(-c2cc3nc(C)n(N)c(=O)c3s2)cc1
  8	69*	89*	-10	2	14	-10	-1	-2
Cc1cccc2cc(CN(Cc3cccnc3)C(=S)NCCCN(C)C)c(=O)[nH]c12
  -5	-5	-14	-5	-4	-13	0.3	-1	-6
CN(c1ccc(C(=O)NC2CCCCC2)cc1)S(=O)(=O)c1ccccc1
  10	11	21	-6	0	0	-0.9	5	1
C[C@@H]1CN(Cc2nc(Cc3ccccc3F)no2)C[C@H](C)O1
  2	8	2	0	-2	-4	-0.7	-3	-4
N#Cc1ccc(S(=O)(=O)NC2CC2)cc1
  12	12	17	-2	0	-3	-2.4	2	-5
CC(C)c1ccc(NC2CCCN(C(=O)c3ccnc(Cl)c3)C2)cc1 (configuration not stated)
  15	9	-7	-2	8	21	-0.1	0	-5
CCCSc1ccc([C@H]2N[C@@](Cc3ccccc3)(C(=O)OC)[C@H]3C(=O)N(CC)C(=O)[C@@H]23)cc1
  12	13	5	-2	5	2	0.6	-5	9
O=C(NCCc1ccccc1)C1CC(c2ccccc2O)=NO1 (configuration not stated)
  8	3	31	-3	5	20	-1.1	1	17
CCCOc1ccccc1C1CC(=O)Nc2cc3c(cc21)OCCO3 (configuration not stated)
  -1	23	52*	3	-4	-5	-1.1	-3	-11
Cc1cc(Nc2cccc(Cl)c2)nc(-c2ccccc2O)n1
  -11	19	-5	-4	-5	-14	1.6	0	23
COc1ccc(C(=O)Nc2cc(C)ccc2NC(=O)COc2ccccc2)cc1
  -30	-1	-18	-2	4	1	1.3	-2	3
CCOC(=O)Cc1csc(NC(=O)COc2c(C)cccc2C)n1
  6	23	16	3	-7	5	-1.9	-4	2
COc1ccc(OCc2nnc(SCC(=O)N3CCCC3)o2)cc1
  15	3	-29	5	-1	8	1.8	-2	18
COc1ccc(C2CC(c3ccccc3)=NN2C(=O)COC(=O)c2nc3nc(C)cc(C)n3n2)cc1 (configuration not stated)
  -1	26	-6	-1	11	4	2.0	2	10
Cc1cc(=O)[nH]c(SCC(=O)Nc2ccc(S(=O)(=O)N3CCOCC3)cc2)n1
  5	8	28	1	-3	31	0.2	4	-13
N#Cc1ccc(-c2csc(NNC(=O)c3ccc(Br)cc3)n2)cc1
  11	9	77*	-1	7	-4	0.2	0	0
Clc1cccc(-c2ccc(-c3nc4ccccn4c3NCc3ccccc3)cc2)c1
  -3	36	59*	0	-8	-4	15	4	-47
O=C(c1ccc2[nH]c(=O)c(=O)[nH]c2c1)N1CCN(Cc2ccccc2)CC1
  -3	11	13	-5	-9	24	0.8	-4	-3
COc1ccccc1NC(=O)c1ccccc1SC
  27	-5	15	-5	4	16	-1.1	-1	-5
COc1cc(/C=N/n2cc(-c3ccccc3)[nH]c2=S)cc(OC)c1O
  6	7	-16	-3	-9	-2	0.2	-2	-5
Cc1ncc(C[n+]2csc(C)c2C)c(N)n1
  3	1	24	-4	-1	1	-0.5	0	-5
CC1=C(C#N)C(NC(=O)c2ccccc2Cl)(C(F)(F)F)C(=O)N1 (configuration not stated)
  -2	-4	-16	0	-6	4	2.2	1	-10
CCCOc1ccc(-c2csc(NC(=O)CN3C(=O)CCC3=O)n2)cc1
  6	1	1	-1	8	15	2.0	-5	-14
Clc1ccc(OCCn2ccnc2)c(Cl)c1
  -13	11	14	-1	1	11	0.0	-4	-8
COc1cc(C)ccc1OCC(=O)OCC(=O)c1[nH]c(C)c(C(C)=O)c1C
  8	25	-1	-4	-2	2	-0.7	-2	9
CCCC(=O)Nc1nnc(SCC(=O)NCc2ccco2)s1
  -17	5	29	-3	1	3	0.0	0	-11
CCCN(C(=O)CSCC(=O)Nc1ccc(OC)cc1)c1c(N)n(Cc2ccccc2)c(=O)[nH]c1=O
  -1	-3	-1	-2	-4	11	0.0	-2	-5
CC(C)c1ccc(NC(=S)N2CCCC(c3ccc(F)cc3)=N2)cc1
  -3	28	1	0	4	-4	1.7	8	-4
COc1ccc(CCNC(=S)NC(=O)/C=C/c2ccc(C)cc2)cc1OC
  -41	23	33	-2	-4	-38	0.9	14	-19
CN1CCC(OC(=O)c2ccccc2Cl)CC1
  7	7	-13	1	-4	7	-0.6	-3	-10
Cc1ccc(-c2nn(C(C)(C)C)c3ncnc(N)c23)cc1
  19	58*	79*	18	4	15	-3.6	-3	-12
COc1ccccc1-c1cc(C(=O)N/N=C/c2ccoc2)c2ccccc2n1
  -3	21	-20	-2	-4	8	1.2	0	2

Four compounds out of the list above, arranged by the number in APJ agonist, high to low:
Compound,APJ agonist
COc1ccc(CCNC(=S)NC(=O)/C=C/c2ccc(C)cc2)cc1OC,14
Cc1ncc(C[n+]2csc(C)c2C)c(N)n1,0
COc1ccccc1NC(=O)c1ccccc1SC,-1
COc1cc(/C=N/n2cc(-c3ccccc3)[nH]c2=S)cc(OC)c1O,-2

Additional results
Values in the order: CCR6 antagonist	tim23-1 inh	Mdm2-MdmX inh	XBP1 UPR activ	CXCR6 inh	APJ antag	CHOP UPR activ	APJ agonist	EBI2 antag
CCOc1ccc2nc(NC(=O)c3cnccn3)sc2c1
  10	-9	-49	-9	6	0	-3.1	-3	6
CCN(Cc1ccncc1)C(=O)c1cc(COc2ccc(F)cc2F)on1
  -4	15	21	-10	-6	8	-0.2	3	-6
CN(C)S(=O)(=O)c1ccc(NC(=O)CNc2cc(S(=O)(=O)N3CCCC3)ccc2OCC(F)(F)F)cc1
  1	3	-9	0	1	-9	1.5	1	-3
C#CCOCCOCCOCCNc1nc(N2CCN(C(=O)CCCCCCCCCCNC(=O)[C@@H](CCSC)n3cc(CCO)nn3)CC2)nc(N2CCN(C(=O)CCCCCCCCCCNC(=O)[C@H]([C@@H](C)CC)n3cc(CCCCCN)nn3)CC2)n1
  0	22	92*	4	/	2	0.9	42	/
CCOC(=O)c1ccc(NC(=O)NCCc2ccccc2OC)cc1
  -6	13	-2	-3	-2	7	1.1	-2	15
O=C(CCN1C(=O)c2ccccc2C1=O)C1=NN[C@@H]2C(=O)N(c3cccc(F)c3)C(=O)[C@H]12
  5	6	14	-1	7	9	2.5	-4	-10
CCCC(=O)Oc1cccc(C2NC(=O)c3ccccc3O2)c1 (configuration not stated)
  -13	23	-9	-3	-7	-10	0.8	-3	-8
O=C1OC(N2CCN(C(=O)C3CCCO3)CC2)c2ccccc21 (configuration not stated)
  -4	4	-23	-1	4	-8	5.6	5	-1
Cn1c(=O)c(=O)n(C)c2cc(S(=O)(=O)CCC(=O)N3CCOCC3)ccc21
  4	-6	10	-1	9	-2	-0.2	-4	-1
CCc1nnc(NC(=O)C2=CCN(S(=O)(=O)c3ccccc3)CC2)s1
  10	8	-1	-1	-10	-1	-2.2	-3	-1
COC(=O)CCC(=O)NNC(=O)c1ccc([N+](=O)[O-])cc1
  12	8	9	-3	-1	-3	0.3	-2	-4
CCOc1ccccc1N1CC(C(=O)NNC(=O)c2cc(OC)c(OC)c(OC)c2)CC1=O (configuration not stated)
  -4	8	2	0	4	3	0.2	-1	-5
COc1ccc2cnn(-c3ccc(OC(F)(F)F)cc3)c(=O)c2c1OC
  5	19	-41	4	1	5	4.1	-1	-1
COc1ccc(S(=O)(=O)N2CCCCC2)cc1C(=O)Nc1cc(C)on1
  14	20	8	-2	-8	7	0.5	0	-13
COc1ccc(N=Nc2c(C)[nH]c3ccccc23)cc1
  6	89*	-51	10	7	10	5.5	0	7
CCc1ccc2c(CN3CCc4ccccc43)cc(=O)oc2c1
  16	18	13	2	-7	16	0.0	-4	0
Cc1ccc(NCc2nnc(SCC(=O)NNC(=O)Cc3ccccc3)n2C)cc1
  -1	6	8	0	-4	4	-0.3	-3	-4
CCOc1cccc(CNCCSc2nnnn2C)c1
  4	2	1	-3	-7	9	0.3	0	-2
Cc1ccc(C2C(N)C(=O)N2c2ccc(C)cc2)cc1 (configuration not stated)
  6	11	-6	0	-4	-18	0.2	-5	-6
CCOC(=O)c1sc(C)c(C(=O)NCC(C)(C)CN(C)C)c1N
  -7	-3	-7	0	1	23	-0.2	-3	-10
CC(C)(C)c1ccc(C2(C)NC(=O)NC2=O)cc1 (configuration not stated)
  6	11	-17	3	-4	11	2.1	1	-3
COC(=O)c1sccc1NC(=O)CSc1nnnn1-c1ccccc1F
  30	4	25	-5	4	8	-1.9	-5	-18
